Screens deposited in PubChem BioAssay by several laboratories.
ADAM17 inh: inhibitors of human ADAM17; P78536; recombinant ADAM17, EDANS/DABCYL FRET peptide cleavage; inhibition, % at 6.95 µM; 0.83% of 370,000 active;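 active = inhibition above the mean of compounds lying between control limits plus 3 SD, set per campaign, cut at about 8.5% in these data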;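 also: 0% = DMSO-only wells as the low control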
Target sequence (P78536 215-824 limits assumed): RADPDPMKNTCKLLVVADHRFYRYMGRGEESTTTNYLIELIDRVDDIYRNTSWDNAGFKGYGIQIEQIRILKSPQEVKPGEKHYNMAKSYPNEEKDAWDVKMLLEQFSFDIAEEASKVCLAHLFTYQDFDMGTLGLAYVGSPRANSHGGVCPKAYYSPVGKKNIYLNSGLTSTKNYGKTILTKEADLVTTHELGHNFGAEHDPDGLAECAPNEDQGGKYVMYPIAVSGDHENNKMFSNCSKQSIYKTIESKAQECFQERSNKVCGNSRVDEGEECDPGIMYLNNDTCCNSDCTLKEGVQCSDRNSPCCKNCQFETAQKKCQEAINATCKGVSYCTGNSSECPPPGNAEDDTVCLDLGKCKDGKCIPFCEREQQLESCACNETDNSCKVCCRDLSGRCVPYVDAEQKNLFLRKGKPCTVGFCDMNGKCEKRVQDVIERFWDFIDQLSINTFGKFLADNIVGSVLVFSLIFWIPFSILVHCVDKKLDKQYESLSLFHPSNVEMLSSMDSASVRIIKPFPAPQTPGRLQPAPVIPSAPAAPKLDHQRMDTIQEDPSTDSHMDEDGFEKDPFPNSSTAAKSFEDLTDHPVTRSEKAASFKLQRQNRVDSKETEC
GAA850 FXN act: frataxin GAA850 promoter activation; AID 540364; HEK293 lucGAA850 FXN promoter luciferase reporter, 24 h; percent of 10 µM SAHA response; activation, % at 6 µM; 0.56% of 360,000 active;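 active = activation above the average of all compounds screened plus 3 SD, cutoff fixed separately per campaign, cut at about 7.5% in these data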;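 also: 0% = DMSO wells and 100% = 10 µM SAHA wells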
DAX1 inh-1: inhibitors of DAX1 repression of SF-1 activated StAR promoter | HEK293T StAR-luciferase reporter, SF-1/DAX-1 repression relief | inhibition, % at 6.8 µM | 1.1% of 370,000 active | AID 652010;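 active = inhibition above the mean over all tested compounds plus 3 SD, cut at about 3.6% in these data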;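 also: 0% = DAX-1 cells with DMSO and 100% = cells lacking DAX-1 with DMSO; higher inhibition means more luminescence from relief of DAX-1 repression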
hcDAF-12 act: H. contortus DAF-12 activation, primary screen. HEK293 hcDAF-12 lit1-tk-luc reporter, luminescence; 0% DMSO, 100% Δ7-dafachronic acid. activation, % at 6.8 µM. 1.4% of 370,000 active;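 active = activation above the mean of all tested compounds plus 3 SD, cut at about 5.5% in these data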;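 also: 100% = response to 3 µM Δ7-dafachronic acid high control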
PG9 binder: PG9 antibody binding by small molecule | TR-FRET gp120-PG9 antibody binding | inhibition, % at 6.7 µM | 0.43% of 360,000 active; in the data active = inhibition above about 8.5%
ADAM10 inh: inhibits human ADAM10; recombinant ADAM10, EDANS/DABCYL FRET peptide cleavage, 3 h; inhibition, % at 7 µM; 0.62% of 370,000 active;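 active = inhibition above a per-campaign cutoff equal to the mean of compounds falling between control-based bounds plus 3 SD, cut at about 20% in these data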;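 also: 0% = DMSO wells while the 100% control is not disclosed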
ssDAF-12 act: activators of S. stercoralis DAF-12 nuclear receptor; HEK293 ssDAF-12/GRIP1 lit1-tk-luc reporter, luminescence; % of 3 µM dafachronic acid response; activation, % at 6.8 µM; 1% of 370,000 active;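 active = activation above the mean over all tested compounds plus 3 SD, cut at about 0.9% in these data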;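 also: 0% = DMSO-only wells and 100% = 3 µM delta7-dafachronic acid wells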
SMARCA2 act: SMARCA2 function activation, primary screen; MG213 cells, MMTV-luciferase reporter, dexamethasone, overnight; activation, % at 9.1 µM; 1% of 370,000 active; in the data active = activation above about 7.8%;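 also: 0% = vehicle wells and 100% = reference activator wells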
GC-A act: GC-A (human) enzyme activation; P16066; HEK293 GC-A cells, cGMP TR-FRET, EC30 ANP; 0% at EC30 ANP, 100% saturating ANP; activation, % at 10 µM; 0.14% of 370,000 active; AID 1671463; in the data active = activation above about 40%
DAX1 inh-2: NR0B1 (DAX1) inhibition. AID 504766. HEK293 Gal4-DAX1 luciferase reporter, luminescence. inhibition, % at 6.75 µM. P51843. 0.99% of 340,000 active;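 active = inhibition above the mean over all tested compounds plus 3 SD, cut at about 4.2% in these data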;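 also: 0% = DAX1-transfected cells with DMSO and 100% = empty-vector control cells with DMSO; inhibition shows as a rise in luminescence from relieved DAX1 repression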
Target sequence (P51843 207-470 limits assumed): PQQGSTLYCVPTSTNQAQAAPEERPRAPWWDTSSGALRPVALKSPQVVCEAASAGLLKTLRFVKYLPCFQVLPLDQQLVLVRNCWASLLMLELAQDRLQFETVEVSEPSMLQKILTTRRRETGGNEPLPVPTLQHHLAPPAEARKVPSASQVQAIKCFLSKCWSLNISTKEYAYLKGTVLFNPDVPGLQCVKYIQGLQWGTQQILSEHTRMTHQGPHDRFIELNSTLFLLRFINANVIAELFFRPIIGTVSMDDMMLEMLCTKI
hgDAF12 agonist: activates the H. glycines DAF-12 receptor ligand-binding domain; HEK293 GAL4-hgDAF12 UAS-luciferase reporter, agonist luminescence; normalized to butyrate control; activation, % at 6.8 µM; 1.8% of 370,000 active;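 active = activation above a cutoff set at the mean of all screened compounds plus 3 SD, cut at about 10% in these data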;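 also: 0% = DMSO wells and 100% = sodium butyrate wells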
Numbers without * were called inactive; i = inactive; . = not tested or not shown.

1) O=c1c2cc3c(cc2[nH]c(=S)n1C1CCN(Cc2ccccc2)CC1)OCO3
2) CCC1(C(=O)c2ccccc2)C(c2cccc([N+](=O)[O-])c2)C1(C(=O)OC)C(=O)OC (stereo not drawn)
3) CC(C)(C(=O)N1CCC1(C)C(=O)NS(=O)(=O)c1cccc(Cl)c1)c1ccccc1 (stereo not drawn)
4) O=C1C=C(O)c2cccc3cccc1c23
5) CC(C)[C@@H](N)C(=O)N/N=C/c1ccc2nccnc2c1

compound no.,1,2,3,4,5
ADAM17 inh,-5,0,-4,1,-2
GAA850 FXN act,2.5,0.0,0.3,2.8,1.3
DAX1 inh-1,1.3,-1.0,-0.6,0.7,0.3
hcDAF-12 act,-1.3,-3.2,0.4,-0.5,0.7
PG9 binder,0.0,-0.3,0.2,49*,-2.4
ADAM10 inh,1,0,1,-3,-3
ssDAF-12 act,-0.7,-1.6,-0.8,-0.9,-1.0
SMARCA2 act,0,-4,4,-1,4
GC-A act,-8,-6,-2,26,0
DAX1 inh-2,-0.5,-1.3,.,0.0,-0.8
hgDAF12 agonist,9.2,-3.1,0.6,1.8,2.8

6) C=CCNC(=O)N1CCC(n2nccc2NC(=O)CCCc2ccccc2)CC1
7) CCCCOc1ccc(Nc2cc(Cl)ccc2C(=O)O)cn1
8) Cc1ccc(N(CC2CO2)S(=O)(=O)c2ccc([N+](=O)[O-])cc2)cc1 (stereo not drawn)
9) COc1ccc2nc(C)cc(Nc3ccc(N4CCN(C)CC4)cc3)c2c1
10) Cc1cccc(OCCSc2nc(N)cc(N)n2)c1

compound no.,6,7,8,9,10
ADAM17 inh,-4,0,0,3,-2
GAA850 FXN act,0.2,0.6,1.1,-5.1,3.8
DAX1 inh-1,-0.3,0.0,0.1,0.0,0.3
hcDAF-12 act,-1.2,-1.4,-0.4,13*,0.8
PG9 binder,0.2,8.6,-0.4,-0.2,1.3
ADAM10 inh,0,7,2,15,-3
ssDAF-12 act,-0.9,-0.7,-1.0,0.9*,-0.3
SMARCA2 act,1,-2,1,74*,2
GC-A act,1,5,2,-34,5
DAX1 inh-2,1.6,0.3,0.8,-0.8,2.5
hgDAF12 agonist,1.4,1.2,-0.6,4.7,0.5

11) CN(N=Cc1ccccc1)C(=S)Nc1ccccc1
12) CCCn1c2ccccc2c2cnn(CC(=O)N(CC)CC)c(=O)c21
13) Cc1cc(/C=C2\SC(=O)NC2=O)c(C)n1-c1ccc(N(C)C)cc1
14) CC1(C)CC(=O)c2cc(OCC(=O)NCC3CCCO3)ccc2O1 (stereo not drawn)
15) COCCNC(=O)c1cnn2c(C(F)F)cc(-c3ccc(C)cc3)nc12

compound no.,11,12,13,14,15
ADAM17 inh,-2,-52,1,i,-17
GAA850 FXN act,0.1,-0.5,1.2,-0.2,2.4
DAX1 inh-1,1.0,0.1,0.5,0.5,-0.8
hcDAF-12 act,2.0,-2.1,-1.2,0.2,-1.0
PG9 binder,-0.8,0.3,1.8,-0.4,1.3
ADAM10 inh,-5,-90,-9,i,-50
ssDAF-12 act,-0.8,-0.9,-1.1,-1.4,-1.0
SMARCA2 act,-3,-2,-2,1,0
GC-A act,1,-2,-6,-2,7
DAX1 inh-2,1.4,1.2,1.0,-0.1,0.0
hgDAF12 agonist,-2.5,0.4,-0.8,-1.4,-1.4

16) O=c1ccc(-c2nc3ccccc3n2C(CCc2ccccc2)c2nc3ccccc3[nH]2)c[nH]1 (stereo not drawn)
17) NCCCCCNC(=O)c1nc[nH]c1C(=O)NCC(=O)OCc1ccccc1
18) CC(C)(C)C(=O)NC(=S)NCc1ccccc1
19) O=C(OCC(=O)N1CCN(C(=O)c2ccco2)CC1)c1cc(=O)c2ccccc2o1
20) CCc1nc2ccc(C(=O)NCCCN3CCCC3=O)cn2c1N(CCC(C)C)CCN(C)C

compound no.,16,17,18,19,20
ADAM17 inh,1,4,-1,-3,-3
GAA850 FXN act,.,0.1,1.5,0.2,-0.7
DAX1 inh-1,-0.2,0.4,0.6,0.0,1.0
hcDAF-12 act,-0.1,-1.8,4.1,1.1,1.1
PG9 binder,-2.2,-1.4,-1.8,1.7,-0.7
ADAM10 inh,-2,0,-1,-3,-9
ssDAF-12 act,-0.6,-0.9,-0.1,-0.8,-1.0
SMARCA2 act,-4,0,0,-3,-4
GC-A act,-5,2,6,0,3
DAX1 inh-2,.,2.1,-0.5,0.2,.
hgDAF12 agonist,0.8,-2.3,-1.0,-1.8,1.2

Retrieved by compound from above, 5 records:
20) CCc1nc2ccc(C(=O)NCCCN3CCCC3=O)cn2c1N(CCC(C)C)CCN(C)C
17) NCCCCCNC(=O)c1nc[nH]c1C(=O)NCC(=O)OCc1ccccc1
19) O=C(OCC(=O)N1CCN(C(=O)c2ccco2)CC1)c1cc(=O)c2ccccc2o1
16) O=c1ccc(-c2nc3ccccc3n2C(CCc2ccccc2)c2nc3ccccc3[nH]2)c[nH]1 (stereo not drawn)
18) CC(C)(C)C(=O)NC(=S)NCc1ccccc1

compound no.,20,17,19,16,18
ADAM17 inh,-3,4,-3,1,-1
GAA850 FXN act,-0.7,0.1,0.2,.,1.5
DAX1 inh-1,1.0,0.4,0.0,-0.2,0.6
hcDAF-12 act,1.1,-1.8,1.1,-0.1,4.1
PG9 binder,-0.7,-1.4,1.7,-2.2,-1.8
ADAM10 inh,-9,0,-3,-2,-1
ssDAF-12 act,-1.0,-0.9,-0.8,-0.6,-0.1
SMARCA2 act,-4,0,-3,-4,0
GC-A act,3,2,0,-5,6
DAX1 inh-2,.,2.1,0.2,.,-0.5
hgDAF12 agonist,1.2,-2.3,-1.8,0.8,-1.0

Next section.
21) N#Cc1ccc(S(=O)(=O)N2CCCc3nc(-c4ccc(F)cc4)ccc32)cc1
22) CN(C)C(CNS(=O)(=O)c1ccc(Br)cc1)c1cccnc1 (stereo not drawn)
23) COc1ccc(C(=O)CSc2n[nH]c(=O)[nH]c2=O)cc1
24) Cc1ccc(-n2nnnc2CNC(=O)C2CC(=O)N(c3ccccc3)C2)cc1C (stereo not drawn)
25) Cc1ccc(C2=CSC3=NS(=O)(=O)CCN23)cc1C

compound no.,21,22,23,24,25
ADAM17 inh,-4,2,1,9.4*,-3
GAA850 FXN act,.,1.0,0.3,0.8,1.4
DAX1 inh-1,-0.3,-0.5,0.1,0.3,-0.2
hcDAF-12 act,4.0,-1.5,0.6,-0.1,-1.1
PG9 binder,-1.6,-1.9,-2.5,-0.8,1.8
ADAM10 inh,-6,4,-1,2,-15
ssDAF-12 act,1.7*,-1.1,-1.5,-1.4,-1.4
SMARCA2 act,-2,-2,1,-4,0
GC-A act,-2,1,-1,-5,2
DAX1 inh-2,.,-0.5,3.4,-0.5,2.7
hgDAF12 agonist,0.3,3.1,0.7,-0.3,-1.8

26) Cc1ccc(Sc2c(C)nn(C(=O)C3CC3)c2C)cc1
27) CC(C)OCCCNCc1cccs1
28) CC(C)NS(=O)(=O)c1ccc(CCC(=O)N2CCCC2)cc1
29) CC(C)(C)NCC1(CO)SC(N)=NC1=O (stereo not drawn)
30) CN(C)c1ccc(-c2cc([C@H]3[C@@H]4C=CCC[C@@]4(C)C(=O)N3Cc3ccccc3)ccc2F)cc1

compound no.,26,27,28,29,30
ADAM17 inh,-2,1,-3,0,-3
GAA850 FXN act,0.1,0.8,2.3,-1.1,-0.1
DAX1 inh-1,-0.8,0.4,-0.1,0.2,-0.8
hcDAF-12 act,2.0,-2.1,-2.0,-0.4,-2.0
PG9 binder,-3.7,-0.3,0.4,0.1,-2.0
ADAM10 inh,-2,3,-6,3,-23
ssDAF-12 act,-0.8,-1.5,-0.3,-0.9,-1.4
SMARCA2 act,1,-2,0,-2,0
GC-A act,-3,2,2,2,3
DAX1 inh-2,-0.7,-0.7,-0.2,0.6,0.9
hgDAF12 agonist,1.6,0.4,2.2,-1.9,0.3

31) Nc1cc(N)nc(SCc2ccccc2Cl)n1
32) CC(=O)OC[C@@H]1CN(Cc2ccccc2)C[C@H](n2cnc3c(NC(C)C)ncnc32)O1
33) O=S1(=O)CC2N=C(N(Cc3c(F)cccc3Cl)c3ccccc3F)SC2C1 (stereo not drawn)
34) CCN(CC)CCCNC(=O)C1c2cc(OC)c(OC)cc2C(=O)N(C)C1c1cccnc1 (stereo not drawn)
35) O=C(c1cnc(N2CCN(c3ccccn3)CC2)c2ccccc12)N1CCN(c2cccc(Cl)c2)CC1

compound no.,31,32,33,34,35
ADAM17 inh,-3,2,1,-2,-114
GAA850 FXN act,3.1,-0.6,2.6,0.7,-0.2
DAX1 inh-1,1.0,0.9,0.4,-0.9,-2.5
hcDAF-12 act,0.3,-1.2,-0.8,-1.8,-4.3
PG9 binder,-0.3,-0.9,-3.0,-1.7,-0.5
ADAM10 inh,-10,-3,3,6,-38
ssDAF-12 act,-1.5,-1.2,-1.9,-1.6,-1.1
SMARCA2 act,0,-1,-1,1,-5
GC-A act,4,3,-18,1,-5
DAX1 inh-2,2.2,.,-1.2,0.2,-3.4
hgDAF12 agonist,4.8,2.6,-3.3,-3.8,-3.9

36) CCOC(=O)C1=NS(=O)(=O)NC(C)=C1
37) COc1cc2c(cc1NC(=O)c1cccc(Br)c1)CCCC2
38) Cc1cc(C)c(Cn2c(=O)n(CCCC(=O)NCc3ccco3)c(=O)c3sccc32)c(C)c1
39) COc1cc(/C=C/c2[nH]c(=O)[nH]c(=O)c2[N+](=O)[O-])ccc1OCCC(C)C
40) CCN(CC)S(=O)(=O)c1ccc(C(=O)Nc2ccc(Cc3ccncc3)cc2)cc1
41) O=C(C[n+]1ccc2ccccc2c1)c1ccccc1
42) C#CC[N+](C)(C)CCCCCCCCCC

compound no.,36,37,38,39,40,41,42
ADAM17 inh,-13,0,-8,-1,1,-6,2
GAA850 FXN act,-0.5,3.3,-2.1,0.5,-1.8,-0.1,-2.7
DAX1 inh-1,1.3,-0.2,-0.1,-0.4,-2.9,0.6,-2.0
hcDAF-12 act,0.5,-0.4,-2.5,-1.3,-4.1,4.2,-2.3
PG9 binder,-2.3,-1.2,18*,1.6,1.0,0.9,0.1
ADAM10 inh,-57,8,2,-2,6,-3,-12
ssDAF-12 act,-0.8,-0.4,-0.8,-1.4,-2.6,0.8,-1.6
SMARCA2 act,-3,1,3,-4,-7,2,-8
GC-A act,5,-8,0,-10,3,3,-1
DAX1 inh-2,1.0,0.0,-2.6,3.4,-6.9,4.8*,-2.5
hgDAF12 agonist,0.5,0.1,-1.1,-2.7,-7.5,8.7,-8.1
